# High-throughput results: PubChem, several laboratories
# TNAP act DEA = activators of human TNAP at intermediate phosphate acceptor; P05186; purified TNAP, CDP-star luminescence, 100 mM DEA, 30 min; hits give high values; scale: 0 levamisole-inhibited, 1 vehicle-only enzyme; activation factor at 20 µM; 64,000 tested, under 10 active;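 active = activation factor of at least 2 at 20 µM, relative to controls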
# MMP13 inh = MMP13 (human) collagenase inhibition; P45452; hit rate 0.07% among 65,000; AID 570; MMP-13 fTHP FRET cleavage, Mca fluorescence; inhibition, % at 4 µM;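 active = inhibition above the mean of compound-free control plate wells plus 3 SD, cut at about 14% in these data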;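 also: 0% = DMSO wells and 100% = wells with reference MMP-13 inhibitor after basal subtraction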
# 5-HT1A blocker = blocks the human serotonin 5-HT1a receptor; inhibition, % at 10 µM; CHO 5-HT1a Ga15 NFAT-bla reporter, antagonist mode; hit rate 0.68% among 62,000; P08908;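 active = inhibition above the mean of all tested compounds plus 3 SD, cut at about 43% in these data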;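 also: receptor stimulated by 5-CT agonist at 100 nM near EC80; beta-lactamase reporter measured by ratiometric fluorescence of a cleavable substrate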
# Target sequence (P08908 whole entry, looked up): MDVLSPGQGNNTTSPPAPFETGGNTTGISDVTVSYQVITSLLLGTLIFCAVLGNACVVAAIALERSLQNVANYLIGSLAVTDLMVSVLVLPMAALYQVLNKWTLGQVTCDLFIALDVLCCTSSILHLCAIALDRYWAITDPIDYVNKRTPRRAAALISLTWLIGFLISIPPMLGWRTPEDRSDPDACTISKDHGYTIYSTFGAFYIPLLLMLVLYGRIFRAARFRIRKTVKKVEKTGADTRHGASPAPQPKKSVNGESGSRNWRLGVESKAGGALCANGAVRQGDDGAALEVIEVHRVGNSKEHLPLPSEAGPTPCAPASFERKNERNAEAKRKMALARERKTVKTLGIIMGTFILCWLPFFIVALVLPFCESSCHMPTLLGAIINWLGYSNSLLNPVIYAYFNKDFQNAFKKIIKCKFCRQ
# RORa activator = activates the human nuclear receptor RORA. P35398. CHO-K1 Gal4-RORA LBD luciferase reporter, luminescence; percent increase over mock-subtracted basal signal. activation, % at 10 µM. hit rate 1.5% among 65,000. AID 560;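 active = activation above the mean of all tested compounds plus 3 SD, cut at about 49% in these data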;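 also: 0% = DMSO-treated RORA cells and 100% = added signal equal to DMSO minus mock-transfected cells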
# Target sequence (P35398 whole entry, looked up, the tested form may be a part): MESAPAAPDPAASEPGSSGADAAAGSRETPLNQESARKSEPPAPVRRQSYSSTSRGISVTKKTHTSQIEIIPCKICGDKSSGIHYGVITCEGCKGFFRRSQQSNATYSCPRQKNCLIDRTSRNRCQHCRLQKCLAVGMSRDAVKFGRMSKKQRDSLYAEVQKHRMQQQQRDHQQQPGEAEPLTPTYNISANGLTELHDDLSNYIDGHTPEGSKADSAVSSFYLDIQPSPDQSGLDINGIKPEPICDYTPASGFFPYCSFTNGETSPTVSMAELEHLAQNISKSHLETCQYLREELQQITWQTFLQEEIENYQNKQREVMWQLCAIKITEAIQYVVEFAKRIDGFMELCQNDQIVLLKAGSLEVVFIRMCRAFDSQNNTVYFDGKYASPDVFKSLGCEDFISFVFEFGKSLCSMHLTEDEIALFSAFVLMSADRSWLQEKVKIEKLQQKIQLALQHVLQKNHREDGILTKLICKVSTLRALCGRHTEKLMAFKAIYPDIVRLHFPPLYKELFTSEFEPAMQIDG
# HTR1A agonist = activates the human 5-HT1a serotonin receptor. activation, % at 10 µM. hit rate 0.56% among 65,000. CHO 5-HT1a Ga15 NFAT-bla reporter, FRET ratio; 0% basal, 100% maximal reference agonist. P08908;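 active = activation above the screen-wide mean activation plus 3 SD, cut at about 19% in these data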;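 also: 0% = DMSO wells and 100% = 5-CT at EC100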
# A340 absorber = compound absorbs light at 340 nm; compound absorbance at 340 nm, fold over control; fold change at 10 µM; 65,000 tested, under 10 active;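 active = at 10 µM dose, initial 340 nm absorbance at least 2 fold that of control wells; inactive = change under 2 fold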;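 also: initial absorbance extrapolated from kinetic A340 decline of NADH oxidation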
# SF-1 act = SF-1 (human) activation; CHO-K1 Gal4-SF-1 LBD luciferase reporter; % increase over DMSO SF-1-specific signal; Q13285; activation, % at 10 µM; hit rate 1.9% among 65,000;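 active = activation above the mean activation of all tested compounds plus 3 SD, cut at about 50% in these data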
#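 Compound – one dose, 10 µM compound, 1% DMSO · Test system – transient Gal4-SF-1 LBD reporter, CHO-K1 · Input – 4,000 cells in each well · Read-out basis – percent activation relative to DMSO median and mock-transfected background · Replicates – single measurement per compound · Technique – steady-glow luciferase luminescence, read after 15 min reagent incubation · Timing – 20 h compound treatment, 37 °C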
# Autofluor 339 = intrinsic fluorescence of library compounds, ex339/em460 – biochemical, MLSMR library, data from DPM-DC assay, artefact control, profiling panel; compound autofluorescence, ex339/em460 nm, NADH buffer; hits give high values; 1 = no-compound wells, NADH background; fluorescence fold increase at 10 µM; hit rate 5.5% among 65,000; AID 709;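 active = at 10 µM, mean starting fluorescence two-fold or more over control wells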;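 also: signal is the first read of a kinetic run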
# NADH enzymes = inhibition of NAD/NADH coupling enzymes, library profiling; IC50, µM (titrated, usually from 10 µM), inactives show at the top dose inhibition; hit rate 0.02% among 65,000; AID 774; coupled PK/LDH NADH assays, four targets;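 active = single-dose screening hits from any of four coupled enzyme assays that gave an IC50 when retested across doses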;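 also: the DPM-DC format reads NADH fluorescence rather than 340 nm absorbance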
# * marks the source's active call; other numbers are inactive results; · = not tested or not shown; [ ] = dose if it differs, or a comment.
SMILES,TNAP act DEA,MMP13 inh,5-HT1A blocker,RORa activator,HTR1A agonist,A340 absorber,SF-1 act,Autofluor 339,NADH enzymes
Cc1cccnc1NCC(O)COc1ccccc1 (configuration not stated),0.9,-5,-3,-29,-2.3,1,-7,1.1,0%
CC(=O)Nc1nonc1NC(=O)CSc1ncn[nH]1,1.3,3,7,-11,-2.5,0.99,24,1.1,5%
O=C(CCc1ccc(S(=O)(=O)N2CCOCC2)cc1)Nc1cc(Cl)ccc1N1CCOCC1,·,6,-11,-4,0.5,1.1,21,1.1,1%
CCOc1ccc2c(c1)sc(=NC(=O)C1CC1)n2C,0.9,-2,-6,18,0.2,1.1,32,1.5,3%
CCOC(=O)C1=C(C)Nc2nc(C)nn2C1c1ccc(C)cc1 (configuration not stated),1,1,1,-34,-2.6,1.1,-3,1.1,4%
Cc1nc2nc(SCC(N)=O)[nH]c2cc1Br,0.9,8,0,-2,-0.6,1.1,-8,1.1,6%
C=CCn1c(SCC(=O)Nc2ccc3c(c2)OCO3)nnc1-c1ccccc1,0.9,8,2,-6,-4.7,0.98,-3,1.1,3%
CC1(C)CC(N2CCC(=O)N(C3CC(C)(C)NC(C)(C)C3)C2)CC(C)(C)N1,0.8,0,-6,0,-3.8,1,-22,1.1,2%
c1ccc(-n2ncc3c(NCC4CCCO4)ncnc32)cc1 (configuration not stated),1,-13,·,57*,2.8,1,81*,1.1,3%
Cc1ccc(-c2nnc3c4ccccc4c(C)nn23)cc1NC(=O)CN1CCOCC1,0.9,1,-18,4,-1.2,1.1,6,1.2,2%
Cc1c(C)n(Cc2ccccc2)c2ncnc(N)c12,1.1,-4,22,-14,-1.4,1,-9,1.1,6%
O=C(Nc1cccnc1)c1ccc2snnc2c1,1,-1,9,19,-2.1,1,26,1.2,0%
Cc1ccc2cc(CN(C(=O)c3ccncc3)C(C)C)c(=O)[nH]c2c1,0.9,-5,12,2,4.0,1.1,8,1.3,5%
CCOC(=O)C1CCCN(S(=O)(=O)c2cccs2)C1 (configuration not stated),0.8,-1,13,-14,-0.5,0.99,18,1.1,2%
O=C(CCn1cccc1)NCc1ccc(Cl)cc1,0.9,2,-4,-12,-2.9,0.99,7,1.1,3%
Cc1cc(C(N)=O)c2ccccc2n1,0.9,-3,-3,-29,-3.1,1,7,1.1,3%
O=C(NCc1ccccc1)N(Cc1cc2cc3c(cc2[nH]c1=O)OCCO3)CC1CCCO1 (configuration not stated),1,-32,13,-22,-2.9,1.1,21,3.7*,3%[fluoresces]
CC(CCc1ccco1)NC(=O)Cn1ncc2c1-c1ccccc1OC2 (configuration not stated),0.8,-1,4,-12,0.2,0.99,5,1.1,3%
COc1ccccc1Nc1nc(C)cs1,1,-2,-6,11,-1.0,1,24,1,2%
COC(=O)CSc1nc(N)nc(C)c1Br,0.9,-2,·,-21,-1.4,1,0,1.1,3%
CSCSC1=C(C#N)C(c2ccccc2Cl)C(C(C)=O)=C(C)N1 (configuration not stated),0.9,1,11,-20,1.1,1,5,1.2,5%
O=C(Nc1cccnc1)C1(c2ccccc2)CCCC1,1,-4,-9,-6,-0.1,1,8,1.1,5%
CCn1c(SCC(=O)Nc2cc3oc4ccccc4c3cc2OC)nnc1-c1cccs1,0.8,6,4,-25,25*,1,-15,1.1,3%
Cc1ccc(SCCNC(=O)C(CO)(CO)CO)cc1,1,11,8,0,-1.7,0.98,5,1.1,1%
COc1ccccc1-n1c(=O)c2c3c(sc2n2c(SC(C)C)nnc12)CCC3,0.9,-4,·,-15,0.2,0.99,-4,1,2%
Brc1cccc(-c2nnc(-c3ccccc3)o2)c1,0.8,1,26,39,-2.5,1,60*,1,3%
O=C(NC1CCCC1)C(c1ccsc1)N(Cc1ccco1)C(=O)Cc1cccs1 (configuration not stated),0.9,-6,58*,-22,-1.1,0.98,-3,1.1,4%
COc1cc2c(C)nc3onc(-c4ccccc4)c3c2cc1OC,0.9,0,-6,6,0.5,1.1,-5,1.4,3%
CC1=C(C(=O)OC(C)C)C(c2cccs2)C2=C(CCCC2=O)N1 (configuration not stated),1,-5,12,11,-4.1,1.1,6,1.5,2%
CCN(CC)c1ccc(NC(=O)Nc2cccc(C(C)=O)c2)cc1,0.9,2,9,3,-0.4,1,6,1.1,0%
CCOc1ccc(N(CC(=O)NC2CCCCC2)S(=O)(=O)c2c(C)noc2C)cc1,0.8,1,2,15,-2.1,1,-8,0.99,1%
c1ccc(-c2oc3ncnc(NCCCn4ccnc4)c3c2-c2ccccc2)cc1,1.2,-137[fluorescence artefact?],63*,25,2.8,1.1,8,3.7*,8%[fluoresces]
O=C(NC1CCCCCC1)C1CCCN(S(=O)(=O)c2cccs2)C1 (configuration not stated),0.9,4,-6,7,-1.2,0.98,21,1.1,10%
COc1ccc(CC(=O)Nc2c3c(nn2C(C)(C)C)CS(=O)C3)cc1 (configuration not stated),1,4,-10,10,-3.5,1,9,1.1,3%
O=C(Nc1ccc(N2CCOCC2)c(Cl)c1)c1ncn[nH]1,1,-4,-25,8,-1.6,1,39,1.1,6%
C/C=C/Cn1c(SC)nc2c1c(=O)[nH]c(=O)n2C,1,0,0,29,-0.8,1.1,8,1.2,0%
CCOC(=O)c1cccc(NC(=O)C(C)N2C(=O)c3ccccc3C2=O)c1 (configuration not stated),0.9,-2,4,-5,-1.1,0.99,-7,1.1,6%
Cc1ccc(OCc2nn3c(-c4n[nH]c5c4CCC5)nnc3s2)cc1,1.1,1,-17,23,1.2,1,10,1.2,4%
CCCCCCn1c(SCCC)nc2c1c(=O)[nH]c(=O)n2C,0.9,-2,-3,-2,1.7,1,1,1.1,5%
O=c1cc(-c2ccccc2)c2ccccc2[nH]1,0.9,-8,38,-4,-0.6,1.1,3,1.5,2%
Cn1c(=O)n(CCc2ccccc2)c(=O)c2c1ncn2Cc1ccccc1,0.9,-9,·,-7,3.1,1,9,1.1,2%
O=C(O)CNC(=O)c1ccc2c(c1)OCCO2,0.9,13,-8,-6,-0.4,1,-17,1.2,6%
COc1ccc(S(=O)(=O)N2CCC(C(=O)NCc3cccc(OC)c3)CC2)cc1,1,2,4,-6,-1.7,0.99,-10,1.1,9%
CCc1nc(SCC(=O)NCc2ccco2)c2c3c(sc2n1)CCCC3,0.9,-1,28,4,2.1,0.99,13,1.1,4%
c1cncc(-c2nn3c(Cn4cnc5ccccc54)nnc3s2)c1,0.9,0,5,-8,-5.2,1,6,1.1,10%
O=C(c1ccc2c(c1)OCCO2)C1CCN(S(=O)(=O)c2ccc(F)cc2)CC1,1,-1,3,1,-1.0,1,-9,1.1,5%
CCc1nnc(NC(=O)CSc2nnc3ncccn23)s1,1,-5,-2,-3,0.5,1,6,1,6%
Cc1cc2cc(CNC(=O)c3ccc(Br)o3)ccc2[nH]1,0.9,0,2,-2,-0.2,1,-20,1.1,4%
CS(=O)(=O)N(CC(=O)N1CCCC1)c1ccc(OCc2ccccc2)cc1,0.9,1,-5,8,0.7,1,-3,1.1,12%
O=C1CC(N2CCN(Cc3ccc4c(c3)OCO4)CC2)C(=O)N1CCc1ccccc1 (configuration not stated),1,-2,7,6,-0.3,0.96,-19,1.1,0%

# Record cards (already shown). Values in the order: TNAP act DEA	MMP13 inh	5-HT1A blocker	RORa activator	HTR1A agonist	A340 absorber	SF-1 act	Autofluor 339	NADH enzymes
# CCc1nc(SCC(=O)NCc2ccco2)c2c3c(sc2n1)CCCC3 reads 0.9	-1	28	4	2.1	0.99	13	1.1	4%
# CS(=O)(=O)N(CC(=O)N1CCCC1)c1ccc(OCc2ccccc2)cc1 reads 0.9	1	-5	8	0.7	1	-3	1.1	12%
# Cc1cc2cc(CNC(=O)c3ccc(Br)o3)ccc2[nH]1 reads 0.9	0	2	-2	-0.2	1	-20	1.1	4%

# Further entries follow.
SMILES,TNAP act DEA,MMP13 inh,5-HT1A blocker,RORa activator,HTR1A agonist,A340 absorber,SF-1 act,Autofluor 339,NADH enzymes
CCOc1ccc(C)cc1S(=O)(=O)n1ccnc1,0.9,6,5,3,-1.1,1,18,1.1,3%
CCOC(=O)Cn1cnc2c(nnn2-c2ccc(C)cc2)c1=O,1,0,-8,15,0.5,0.99,6,1.1,3%
CC1Cc2ccccc2N1C(=O)CN1C(=O)CN(C)C(=O)c2ccccc21 (configuration not stated),1,5,-3,-3,-0.9,1,-4,1.1,1%
CN(C)C(=O)CSc1nc2ccccc2c(=O)[nH]1,1,4,3,-20,-0.7,1,-4,1.1,6%
N#Cc1c(NC(=O)CN2CCOCC2)oc(-c2ccccc2)c1-c1ccccc1,0.9,-1,-3,-3,-0.8,1,-5,1.1,9%
O=C(Nc1nc(-c2nc3ccccc3s2)cs1)c1ccc(S(=O)(=O)N2CCOCC2)cc1,0.9,3,32,-25,-0.6,1.1,-5,2,7%
COC(=O)CSc1nnnn1-c1ccccc1,0.9,-2,-15,2,-1.4,0.99,8,1,7%
Cc1cc(NCCNC2=CC(=O)CCC2)nc2ccccc12,1,3,·,11,1.1,1.1,17,1.2,1%
COc1ccc(CCNC(=O)CCn2c(SCC#N)nc3ccccc3c2=O)cc1OC,0.9,0,-17,-13,-1.4,0.99,14,1.1,3%
COc1ccc(N(C2CSC2)S(=O)(=O)c2ccccc2)cc1,0.9,6,-1,5,0.4,0.99,-9,1.1,8%
CCOC(=O)C1CCCN(C(=O)Cn2cccc2C(=O)c2ccccc2)C1 (configuration not stated),0.9,-1,9,-28,-2.6,1,-20,1,4%
CCOC(=O)NCC(C#CCN(CC)CC)N(CC)CC (configuration not stated),0.9,5,9,-3,-2.8,1.1,-8,1.1,0%
COc1ccc(C(=O)N2CCN(S(=O)(=O)c3cc(Cl)ccc3OC)CC2)cc1,0.9,2,-4,-12,1.6,0.99,-4,1,11%
O=C(OCn1nnc2ccccc2c1=O)c1ccc2ccccc2n1,0.9,0,8,-8,7.0,0.99,-2,0.99,8%
O=C(O)c1cn[nH]c1-n1cnnn1,1,1,-3,-13,-2.2,1,1,1,2%
Cc1c(NC(=O)CSc2ccccn2)c(=O)n(-c2ccccc2)n1C,1,1,1,-2,0.1,1,0,1.1,1%
Oc1ccccc1Oc1ncc(Br)c(N2CCOCC2)n1,1,-1,-10,4,-3.5,0.99,-9,1.1,7%
Cc1oc(-c2ccc(Cl)cc2)nc1CN1CCCC(C(=O)NCc2ccco2)C1 (configuration not stated),1,6,17,-9,6.6,1,10,1.1,5%
O=C(O)c1cc2c([nH]c1=O)CCCC2,0.9,-20,-9,7,-0.7,1,1,2.3*,4%[fluoresces]
CCOC(=O)COc1ccc2cc(C(=O)OCC)c(=O)oc2c1,0.9,-246[fluorescence artefact?],-7,-5,-0.4,1.1,1,2.3*,5%[fluoresces]
CCc1ccccc1S(=O)(=O)Cc1ccc(C(=O)NCc2ccc3c(c2)OCO3)o1,0.9,3,2,1,-2.0,1,0,1.1,3%
C=CCNC(=O)C1CC(=O)N(c2ccc(OCC(=O)Nc3cccc(OC)c3)cc2)C1 (configuration not stated),1,-1,-3,12,0.4,1,2,1.1,3%
Cc1[nH]nc2c1C1(CCOCC1)C(C#N)=C(N)O2,0.9,-4,3,-17,-1.3,0.98,6,1,7%
COc1ccc(C(=O)Nc2cccc(C(=O)N3CCN(C)CC3)c2)cc1,0.9,5,-4,-14,-5.6,1,18,0.98,6%
Cn1cccc1Cc1nnc(SCC(=O)N2CCN(c3ccccc3)CC2)n1-c1ccc(F)cc1,0.9,-4,-16,-3,-2.5,1,-6,1.1,5%
